# TR SRC2 fluor cs: Total Fluorescence Counterscreen for Inhibitors of the Interaction of Thyroid Hormone Receptor and Steroid Receptor Coregulator 2; 280,000 compounds, 0.29% hits; AID 1479, 2009; TRb/SRC2 Texas Red total fluorescence interference; Potency, µM (highest dose often 106 µM), inactives show at the top dose fluorescence change, negative = quenching; active = well fitted curve in either direction with a large enough effect; inconclusive = small, poorly fitted or top-dose-only effect; also: % is scaled to controls: 0 for no effect and ±100 for the full control effect
#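 Human TRβ ligand-binding domain (0.6 uM) and Texas Red SRC2 peptide (20 nM) in Tris buffer with 1 uM T3 and 5% DMSO were incubated with pinned compound for 5 hr at ambient temperature. Total fluorescence was computed as S + 2P (555/632 nm).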
# RECQ1 inh: qHTS Assay for Inhibitors of RecQ-Like Dna Helicase 1 (RECQ1). 240,000 compounds, 0.54% hits. ATP-dependent DNA helicase Q1 (Homo sapiens), P46063. RECQ1 DNA unwinding, red fluorescence kinetic read. Potency, µM (series often up to 57.3 µM), inactives show at the highest dose activity, negative = inhibition, most hits filed as inhibitors;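 also: plate controls were vehicle for no effect and no enzyme for full effect; nearly all actives have a fitted effect of over 30% in size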
#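 50 nM RECQ1T1 preincubated 15 min with compound in Tris pH 8.0 buffer with MgCl2, DTT, Tween-20 and 2.5 ug/ml poly(dI-dC); started with 200 nM TAMRA/BHQ-2 forked duplex and 2 mM ATP. Unwinding read as fluorescence (525/598 nm), two reads 2 h apart.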
# RGS12 GoLoco inh: qHTS Assay for Inhibitors of RGS12 GoLoco Motif Activity (Red Fluorophore); Guanine nucleotide-binding protein G(i) subunit alpha-1 (Homo sapiens), P63096; Gai1:RGS12 GoLoco peptide FP, rhodamine, 10 min; Potency, µM (titrated, usually from 61.6 µM), without a hit: at the top dose activity, negative = inhibition, usual class: inhibitors; 230,000 compounds, 0.44% hits; active = well fitted inhibition curve with a large enough effect, not every such curve was filed as active; inactive = no such curve, though single readings can be large or run the other way; also: % is scaled to controls: 0 for no effect and ±100 for the full control effect; nearly all actives have a fitted effect of over 30% in size; many of its hits are not listed in these tables
# Target sequence (P63096 whole entry, looked up): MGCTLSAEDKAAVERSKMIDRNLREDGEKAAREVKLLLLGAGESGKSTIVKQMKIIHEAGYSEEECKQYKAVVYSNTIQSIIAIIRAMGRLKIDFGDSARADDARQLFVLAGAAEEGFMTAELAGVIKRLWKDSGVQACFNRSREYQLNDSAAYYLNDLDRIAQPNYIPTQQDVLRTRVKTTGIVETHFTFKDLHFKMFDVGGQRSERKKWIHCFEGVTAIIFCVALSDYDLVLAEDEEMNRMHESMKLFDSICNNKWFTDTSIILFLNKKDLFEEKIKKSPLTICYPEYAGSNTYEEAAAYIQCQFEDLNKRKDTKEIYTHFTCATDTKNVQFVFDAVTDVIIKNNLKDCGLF
# ALDH1A1 inh: qHTS Assay for Inhibitors of Aldehyde Dehydrogenase 1 (ALDH1A1) | Aldehyde dehydrogenase 1A1 (Homo sapiens), P00352 | Purified ALDH1A1, NADH fluorescence, propionaldehyde substrate | Potency, µM (titrated, usually from 75.3 µM), for the others: at the highest dose activity, negative = inhibition, most hits filed as inhibitors | 220,000 compounds, 7.3% hits | AID 1030, 2008; active = well fitted inhibition curve with a large enough effect, not every such curve was filed as active; inconclusive = small, poorly fitted or top-dose-only effect, or another doubt; inactive = no such curve, though single readings can be large or run the other way;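 also: plate controls were no enzyme wells and a reference inhibitor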
# LMNA splice mod: qHTS Assay for Modulators of Lamin A Splicing | AID 1487, 2009 | HeLa LMNA splicing GFP/RFP minigene ratio, 48 h | Potency, µM (highest dose often 46.1 µM), without a hit: top-dose ratio change, negative = inhibition, actives largely listed as inhibitors | 200,000 compounds, 0.01% hits; active = well fitted inhibition curve with a large enough effect in the signal ratio, with a control signal flat, not every such curve was filed as active; inconclusive = small, poorly fitted or top-dose-only effect, or effect the other way, or a change in a side signal; the % refers to the signal ratio; also: % is scaled to controls: 0 for no effect and ±100 for the full control effect
#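 S3 HeLa stable clones carrying a lamin A-EGFP splicing minigene plus DsRed2 were seeded at 600 cells/well in Opti-MEM with 2% FBS, pin-dosed and incubated 48 h at 37°C. Acumen cytometry (488 nm) gave the GFP/RFP total-intensity ratio.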
# SMN2 splice up: qHTS Assay for Enhancers of SMN2 Splice Variant Expression. Potency, µM (titrated, usually from 46.1 µM), for inactives: top-dose activity change, positive = activation, hits mostly activators. AID 1458, 2008. HEK293 SMN2-luciferase splicing reporter, luminescence, 30-36 h. 210,000 compounds, 2.8% hits; also: % of control where 0% means no effect; nearly all actives have a fitted effect of over 55% in size
#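 HEK293 cells carry an SMN2 […]–luciferase reporter in which exon 7 inclusion puts luciferase in frame. Cells were plated 10-12 h before compound addition, then incubated 30-36 h at 37C. ONE-Glo luminescence was read; sodium butyrate at 4.5 mM final served as control.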
# TRb-SRC2 inh: qHTS for Inhibitors of the Interaction of Thyroid Hormone Receptor and Steroid Receptor Coregulator 2. Thyroid hormone receptor beta (Homo sapiens), P10828. TRbeta-SRC2 peptide binding, fluorescence polarization; receptor liganded with 1 µM T3. Potency, µM (doses to about 106 µM), for inactives: at the highest dose activity change, negative = inhibition, hits mostly inhibitors. 280,000 compounds, 0.065% hits. AID 1469, 2008;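 also: plate controls were bound peptide for no effect and peptide without receptor for full effect; nearly all actives have a fitted effect of over 50% in size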
#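 Human TRb LBD (0.6 uM) plus Texas Red-labeled SRC2 peptide (20 nM), 1uM T3, 5% DMSO, 5 hr at ambient temperature. Decreased polarization (555/632 nm) flags inhibition; data normalized to free and bound peptide controls.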
# KDM4E inh: qHTS Assay for Inhibitors of Human Jumonji Domain Containing 2E (JMJD2E) | Potency, µM (doses to about 57.1 µM), for inactives: top-dose activity change, negative = inhibition, most hits filed as inhibitors | Lysine-specific demethylase 4E (Homo sapiens), B2RXH2 | 230,000 compounds, 1.6% hits | AID 2147, 2009 | JMJD2E catalytic domain, FDH-coupled NADH fluorescence (FDH is formaldehyde dehydrogenase); active = well fitted inhibition curve with a large enough effect, not every such curve was filed as active; inconclusive = small, poorly fitted or top-dose-only effect, or another doubt; inactive = no such curve, though single readings can be large or run the other way;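 also: 0% = wells with enzyme and -100% = buffer wells without enzyme; nearly all actives have a fitted effect of over 50% in size; many of its hits are not listed in these tables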
# Target sequence (B2RXH2 1-337 limits assumed): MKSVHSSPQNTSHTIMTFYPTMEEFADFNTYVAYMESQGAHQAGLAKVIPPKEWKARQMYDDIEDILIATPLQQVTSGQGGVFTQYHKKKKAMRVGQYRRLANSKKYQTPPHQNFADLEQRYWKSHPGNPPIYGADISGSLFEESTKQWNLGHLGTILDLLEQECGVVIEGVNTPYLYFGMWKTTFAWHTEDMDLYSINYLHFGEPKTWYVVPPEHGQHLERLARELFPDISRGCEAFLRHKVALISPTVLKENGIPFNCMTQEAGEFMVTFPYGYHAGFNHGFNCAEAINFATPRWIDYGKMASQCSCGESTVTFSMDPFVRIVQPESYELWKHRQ
# * hit, by the source's call; i = inactive; ? = inconclusive; . = no result given; [ ] = dose if it differs, or a comment. Unless noted, calls follow the shape of the dose curve; as a rule, active = well fitted curve in the direction sought with a large enough effect; inconclusive = small, poorly fitted or top-dose-only effect, or another doubt; inactive = no such curve, though single readings can be large; an effect the other way counts as inactive or inconclusive. Potency is read from the fitted curve at half-maximal effect. Not all compounds are listed; rates above refer to the full screens.
mol	TR SRC2 fluor cs	RECQ1 inh	RGS12 GoLoco inh	ALDH1A1 inh	LMNA splice mod	SMN2 splice up	TRb-SRC2 inh	KDM4E inh
Cc1[nH]c(=O)[nH]c(=O)c1NC(=O)c1sc2nc3c(C)cccc3cc2c1N	-8%	-19%	7%	-15%	3%	14%	6%	?
NC(=O)CCCCC(=O)OCCCc1cccs1	-1%	-1%	5%	?	1%	?	-1%	2%
O=C1c2ccccc2C(=O)N1CSc1nnnn1-c1ccccc1	2%	-8%	2%	?	-6%	8%	0%	-1%
Cn1cccc1Cc1nnc(SCC(=O)Nc2ccc3c(c2)OCCO3)n1CCc1ccccc1	-2%	-4%	18%	14µM*	-8%	-8%	-6%	-16%
N#CCSc1ncccc1-c1nc2ccccc2[nH]1	-10%	1%	9%	?	-9%	-14%	5%	?
COC(=O)CCC(=O)N(CCN(C(=O)CCC(=O)OC)c1ccccc1)c1ccccc1	-2%	-2%	-3%	8%	.	-13%	1%	6%
Cc1ccc2oc(=O)c3cnn(CC(=O)N(CCN(C)C)Cc4ccco4)c3c2c1	-1%	-8%	-2%	-2%	-2%	-4%	-2%	5%
CC(C)c1ccccc1NC(=O)COC(=O)c1cc(=O)[nH]c(=O)[nH]1	0%	23%	-6%	10%	?	7%	-2%	2%
COc1ccc(NC(=O)C2CCCN(S(=O)(=O)c3cccc4cccnc34)C2)cc1 (stereo not drawn)	1%	-1%	-3%	-13%	-25%	-37%[inhibitor]	-14%	-5%
CC(=O)NCCn1c(SCc2ccccc2F)nc2ccccc2c1=O	-4%	-12%	-6%	?	-13%	3%	1%	-8%
Cc1ccc(-n2nnnc2-c2cnn(-c3ccc(F)cc3)c2C(F)(F)F)cc1	-3%	i	11%	-12%	?	-16%	0%	-6%
Cc1ccc(OC(=S)Nc2ccc(O)cc2)cc1	-3%	i	1%	-15%	1%	0%	?	?
COc1c(C(=O)NCCSC(C)(C)C)ccc2ccccc12	1%	-1%	24%	0%	?	9%	-7%	-1%
Cc1ccc(NC(=O)C2CCCN2C(=O)Oc2ccccc2)cc1C (stereo not drawn)	0%	i	1%	0%	7%	-4%	-12%	0%
O=C(O)Cn1cc2c(n1)CCCC2	1%	-1%	6%	17%	11%	-9%	11%	-3%
CCN(CC)C(=O)/C(=C/c1cccc([N+](=O)[O-])c1)NC(=O)c1ccco1	2%	10%	3%	?	.	23%	-5%	1%
CC1CCCCN1C(=O)Cn1cnc2c1c(=O)n(C)c(=O)n2C (stereo not drawn)	3%	i	3%	-5%	.	-5%	2%	-4%
CC(NC(=O)NC(=O)c1ccc(Cl)cc1Cl)C1CC1 (stereo not drawn)	1%	-4%	5%	-9%	4%[46 µM]	13%	0%	2%
CCn1c(CNc2ccc(Cl)cc2)nnc1SCc1ccc(C)cc1	-3%	-10%	7%	-5%	?	-23%	1%	-9%
Fc1cccc(C2NN=C(c3ccccc3)S2)c1 (stereo not drawn)	0%[53 µM]	-15%	7%	-13%	-6%	11µM*	12%[53 µM]	-2%
COC(=O)c1cn(NC(=O)/C=C/c2cc(OC)ccc2OC)c(=O)c2ccccc12	-2%	-3%	-5%	?	5%	-21%	-3%	?
O=C(CC1C(=O)NCCN1Cc1ccc(F)c(F)c1)NCCCn1ccnc1 (stereo not drawn)	3%	-3%	-21%	-10%	0%[46 µM]	.	8%	?
O=C1CC(N2CCC(c3nc4ccccc4[nH]3)CC2)C(=O)N1c1cccc(F)c1 (stereo not drawn)	-6%	i	2%	11µM*	-6%[46 µM]	7%	-5%	2%
COC(=O)Cn1c(CN2CCC(Cc3ccccc3)CC2)nc2c1c(=O)n(C)c(=O)n2C	-1%	7%	-4%	?	-5%	12%	10%	3%
O=C(NCCNS(=O)(=O)c1ccc(Cl)cc1)c1cc(OCC(F)(F)F)ccc1OCC(F)(F)F	-3%	?	4%	3%	9%	-4%	3%	0%
CCOC(=O)CSc1nnc(CNC(=O)c2cccs2)n1-c1cccc(C)c1	0%	0%	-3%	17%	-2%	2%	-1%	0%
COc1ccc(C2c3[nH]c4ccccc4c3CCN2C(=O)Cc2nonc2C)c(F)c1 (stereo not drawn)	-2%	-10%	9%	.	.	.	4%	-2%
CC(C)Sc1nc(N)nc(-c2cccs2)c1C#N	-6%	-5%	0%	?	-4%	18µM*	-4%	?
CCNC(=O)NC(=O)COC(=O)CCCc1nc2ccccc2s1	-4%	-1%	4%	?	?	13%	0%	2%
CC1(C)CC(CCNC(=O)c2ccc(-n3cnnn3)cc2)CC(C)(C)N1	0%	i	8%	3%	-12%	9%	-2%	2%
Nc1cc(=O)[nH]c(SCC(=O)Nc2nc3ccc([N+](=O)[O-])cc3s2)n1	-2%	0%	16%	-8%	?	6%	-2%	-7%
Cc1ccc(NC(=O)CN2C(=O)S/C(=C\c3cc(C)n(-c4ccc(C(=O)O)cc4)c3C)C2=O)cc1	-2%	?	19%	14%	?	-2%	12%	?
CC(=O)Nc1ccc(OCC(O)Cn2c(C(C)C)nc3ccccc32)cc1 (stereo not drawn)	-3%	i	6%	6%	?	15%	0%	6%
CCOC(=O)Cn1c(=O)c2c(nc3n2CCCCN3c2ccc(C)cc2)n(C)c1=O	-7%	-2%	9%	5%	-2%	-6%	-3%	-5%
COc1ccc(Nc2ccc([N+](=O)[O-])cc2[N+](=O)[O-])cc1	-1%[53 µM]	-13%	4%	?	22%[46 µM]	.	2%[53 µM]	-2%
Cc1noc(/C=C/c2ccco2)c1S(=O)(=O)N1CCC(C(=O)NCc2ccco2)CC1	0%	-29%	4%	?	10%	-1%	-8%	-10%
CC(=O)NCCC(=O)Nc1ccc(C(N)=O)cc1	-1%	-9%	-14%	6%	3%[46 µM]	3%	4%	7%
NNC(=O)Cn1c(SCc2ccccc2)nc2ccccc21	0%	i	-8%	-2%	1%	1%	0%	21%
O=C(NC(=S)Nc1ccc(CN2CCCCC2)cc1)c1cc2ccccc2o1	-1%	-2%	-5%	.	.	.	-5%	8%
NS(=O)(=O)c1ccc(CCNc2ncnc3c2c(-c2ccccc2)cn3-c2ccc(F)cc2)cc1	3%	-10%	8%	13%	-28%	-16%	-1%	-21%
COc1ccc(N2CCN(C(=O)CCNS(=O)(=O)c3cccs3)CC2)cc1	2%	-5%	-5%	-4%	-1%	3%	-2%	6%
S=C(NC1CCCCC1)N1CCN(C/C=C/c2ccccc2)CC1	1%	-2%	9%	-4%	?	-67%[inhibitor]	0%	-4%
COC(=O)CCc1c(C)c(C#N)c2nc3ccccc3n2c1N1CCCC1	1%	i	6%	?	-19%	-5%	-15%	-29%
CCCCn1c(CCNC(=O)CC)nc2ccccc21	-4%	-13%	0%	2%	3%	-8%	-8%	-1%
CC(=O)Nc1ccc([C@H]2[C@H](C)CC[C@H]3C(=O)N4[C@@H](CC[C@@H](C)[C@@H]4c4ccc(NC(C)=O)cc4)C(=O)N32)cc1	0%	-2%	2%	5%	-6%	-4%	0%	1%
Cc1cccc(-c2cc(C(=O)NCCCn3ccnc3)c3ccccc3n2)c1	-2%	-8%	6%	-1%	?	-12%	-11%	?
Cc1cc2c(C)nc(-c3ccccc3)nc2o1	-1%	-1%	12%	-7%	2%	28µM*	0%	-2%
Cc1cc(C)nc(Nc2n[nH]c(-c3ccc(C(C)(C)C)cc3)n2)n1	-4%	12%	11%	5%	?	-56%[inhibitor]	2%	-10%
OCCCCNc1cccc2ccccc12	7%	i	10%	?	-3%	5%	-15%	?
CCC(C)NC(=O)C1=CCN(S(=O)(=O)c2ccc(C)cc2)CC1 (stereo not drawn)	-2%	-8%	0%	.	.	.	-2%	-6%
CCOC(=O)C1(CC)NC(c2ccc(OC)cc2OC)C2C(=O)N(C)C(=O)C21 (stereo not drawn)	0%	-8%	9%	-2%	.	.	7%	-5%
CCOC(=O)C1=C(CN2CCN(c3ccc(F)cc3)CC2)NC(=O)NC1c1cccs1 (stereo not drawn)	1%	-9%	-3%	5%	?	-15%	5%	-10%
C=CC[C@@H]1C=C[C@@H](O/N=C(/C)CCC(=O)OC[C@@H]2O[C@H](c3ccccc3)C=C[C@@H]2Oc2ccc(OC)cc2)[C@@H](CO)O1	-1%[11.2 µM]	-2%[11.5 µM]	.	3%[13.5 µM]	.	.	-3%[11.2 µM]	.
O=C(O)C1CCCCC1C(=O)Nc1ccc2c(c1)OCCO2 (stereo not drawn)	-1%	-3%	-3%	18%	-6%	-12%	-3%	0%
CCOC(=O)C1(Cc2ccc(OC)cc2)CCN(C(=O)CN2CCCCC2=O)CC1	0%	-5%	4%	2%	1%[46 µM]	.	-8%	-2%
COCCOC(=O)/C(C#N)=C/c1cn(Cc2ccccc2)nc1-c1cccnc1	1%	22%	0%	20µM*	?	-1%	5%	-5%
CO/N=C/c1c(-c2ccc(Cl)cc2)nc2cc(C)ccn12	-2%	-10%	3%	?	9%[9.22 µM]	?	12%	?

# High-throughput results: PubChem BioAssay, National Center for Advancing Translational Sciences (NCATS)
